Screening results deposited in PubChem by several laboratories.
T cell HTS = modulators of CD8 T cell-vesicle binding, primary screen, mouse 2C CD8+ T cells, flow cytometry; 2C CD8+ T cell-vesicle binding; active compounds read low; calls only at 7 µM; actives 0.068% (n = 330,000); AID 2052, 2009;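 active = response, share of CD8 T cells binding vesicles, and their 90th percentile fluorescence all below set limits, cut at about 80% in these data, passing the limit was not always enough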
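Read-out – percent CD8+ FL2 mean versus row control · System – murine 2C transgenic CD8+ T lymphocytes · Times – 1.5 h cell–vesicle binding at 37 °C, then 20 min icy labelling · Control set – naked vesicles low, QL9 vesicles with vehicle high · Detection – cytometric PE anti-B7-1 and Alexa647 anti-CD8 signals after 1% paraformaldehyde fixation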
M1AAP inhibition = P. falciparum M1AAP inhibitors, biochemical, fluorogenic H-Leu-NHMec substrate, 1536-well (AID 1445) | Aminopeptidase N (Plasmodium falciparum (isolate 3D7)) | one-dose inhibition, % at 30 µM; IC50 in µM for titrated hits | recombinant M1AAP, H-Leu-NHMec fluorogenic kinetic assay; higher % means a stronger effect | actives 0.42% (n = 220,000);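 active = primary inhibition above the hit cutoff, then over 50% inhibition at one or more dose response concentrations, cut at about 23% in these data, passing the limit was not always enough; inconclusive = conflicting primary data, or primary hits not chosen for dose response; inactive = low primary inhibition, or under 50% at every dose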;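 also: plate controls were DMSO full reaction for no effect and no enzyme background for full effect; strong numbers were not always called active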
RSV antiviral HEp-2 = RSV antiviral activity via CPE protection, HEp-2 cells, primary 10 µM value included (AID 2391); actives 0.13% (n = 310,000); HEp-2 cells, RSV-induced CPE inhibition; higher % means a stronger effect; CPE inhibition, % at 10 µM; hits with a dose series show IC50 in µM; in the data active = a potency from the dose series; inconclusive = CPE inhibition mostly from about 23% at the one dose, without a potency; inactive = the rest, 99 in 100 with CPE inhibition below about 21%; also: strong numbers were not always called active
UTI89 phage lysis = inhibition of K1F phage lysis, E. coli UTI89, bacterial capsule biogenesis inhibitors, alamar blue (AID 488966); inhibition, % at 100 µM, or IC50 in µM where a hit was titrated; actives 0.02% (n = 340,000); E. coli UTI89 K1F phage lysis, alamar blue, 2 h; higher % means a stronger effect;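 active = phage lysis inhibition, versus mean bacterial control, above a set limit; inconclusive = no clear call, values can overlap the other calls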;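 also: capsule biogenesis inhibitors block K1F phage lysis so surviving cells raise fluorescence; higher fluorescence means more inhibition of phage lysis; actives were called in the ten point dose series up to 300 µM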
M17LAP inhibition = P. falciparum M17LAP inhibitors, primary screen, biochemical, fluorogenic H-Leu-NHMec substrate, 1536-well (AID 1619); recombinant M17LAP, H-Leu-NHMec fluorogenic kinetic assay; higher % means a stronger effect; one-dose inhibition, % at 30 µM; IC50 in µM for titrated hits; Leucine aminopeptidase (Plasmodium falciparum (isolate 3D7)); actives 0.38% (n = 220,000);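 active = compound inhibiting the enzyme by more than half at any dose during confirmatory dose-response retesting; inconclusive = strong single-dose inhibitors picked by rank but not retested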;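 also: plate controls were full reaction with DMSO carrier for no effect and no enzyme background for full effect; strong numbers were not always called active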
TNAP activation fold = human TNAP enzyme activators, primary screen, biochemical, luminescent, no phosphate acceptor, uHTS (AID 1001). Alkaline phosphatase, tissue-nonspecific isozyme (Homo sapiens). purified TNAP, luminescent activation assay, no phosphate acceptor; higher activation fold means a stronger effect. one-dose activation fold at 20 µM; EC50 in µM for titrated hits. actives 0.03% (n = 200,000); in the data active = activation fold from about 3, or a potency from the dose series; inactive = the rest, 99 in 100 with activation fold below about 1.6; also: many of its hits are not listed in these tables
PMI inhibition = human PMI inhibitors, high substrate, primary screen, biochemical, fluorescence intensity, high mannose 6-phosphate (AID 1220) | Mannose-6-phosphate isomerase (Homo sapiens) | recombinant PMI enzyme, coupled fluorescence intensity; higher % means a stronger effect | one-dose inhibition, % at 20 µM; IC50 in µM for titrated hits | actives 0.66% (n = 190,000)
PMI inhibitors = inhibitors of human PMI, primary screen, biochemical, fluorescence intensity, coupled assay (AID 1209). Mannose-6-phosphate isomerase (Homo sapiens). purified PMI enzyme, coupled fluorescence intensity; higher % means a stronger effect. one-dose inhibition, % at 20 µM; IC50 in µM for titrated hits. actives 0.42% (n = 190,000);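 also: plate controls were DMSO vehicle for no effect and wells lacking substrate for full effect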
West Nile antiviral = West Nile virus antiviral activity, cell-based, CPE readout (AID 1621); West Nile virus-infected cells, CPE inhibition; higher % means a stronger effect; CPE inhibition, % at 10 µM; hits with a dose series show IC50 in µM; actives 0.02% (n = 290,000); in the data active = a potency from the dose series; inconclusive = CPE inhibition mostly from about 3.7% at the one dose, without a potency; inactive = the rest, 99 in 100 with CPE inhibition below about 2.2%; also: strong numbers were not always called active
T cell HTS vesicle-bound % = also measured in T cell HTS; calls as there; double positive events, %; measured here: CD8+ vesicle-bound cell fraction;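 binding gate set so that unloaded-vesicle control wells show 10% double positive cells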
Starred values were filed as active, the others as inactive; i = inactive; ? = inconclusive; . = no result given; [ ] = another dose, or the depositor's remark. Rule as the data show it, unless noted: active = inhibition above about 50%; inactive = the rest.

SMILES	T cell HTS	T cell HTS vesicle-bound %	M1AAP inhibition	RSV antiviral HEp-2	UTI89 phage lysis	M17LAP inhibition	TNAP activation fold	PMI inhibition	PMI inhibitors	West Nile antiviral
Cc1cccc(C#N)c1NC1=CC(=O)CC(C)(C)C1	i	16	-1%	3.1%	-2.1%	2%	1.1	-18%	-9%	-0.2%
Cc1cc(NC(=O)CSc2ncnc3c2cnn3-c2ccccc2)no1	i	18	2%	?	0.1%	-1%	1.1	-11%	-15%	-0.1%
Cc1ccc(-c2cc(C(=O)O)c3ccccc3n2)s1	i	24	.	0.9%	0.6%[50 µM]	.	.	.	.	0.3%
O=[N+]([O-])c1ccc(O)c(/C=N/n2cnc3ccccc32)c1	i	40	12%	7.0%	0.2%	9%	0.9	-11%	-14%	1.1%
O=C(Nc1nc(-c2ccccn2)cs1)Nc1ccc(F)cc1F	i	42	.	2.2%	4.8%	.	.	.	.	0.1%
C/C(=N/NC(=O)c1ccncc1)c1ccccc1	i	16	.	0.8%	-1.1%	.	.	.	.	-0.4%
CC(NC(=O)CCc1ccccc1)c1cc2c(cc1Cl)OCCO2 (stereo not drawn)	i	44	10%	2.2%	-4.5%	-13%	1	4%	9%	-1.3%
CC(C)C(C(=O)Nc1sc2c(c1C#N)CCCCC2)N1C(=O)c2ccccc2C1=O (stereo not drawn)	i	55	9%	4.7%	2.3%	3%	1.1	15%	21%	0.2%
CCOc1ccc2c(c1)s/c(=N\S(=O)(=O)c1ccc(OC)cc1)n2C(F)F	i	12	0%	1.8%	0.3%	1%	1.1	17%	18%	-0.4%
Cc1ccc(C2/C(=C(\O)c3c(C)nc4ccccn34)C(=O)C(=O)N2CCN(C)C)o1 (stereo not drawn)	i	37	1%	.	-0.2%	11%	.	.	.	0.2%
CCN(CC)CC(=O)n1c2c(c3ccccc31)CCCC2	i	34	6%	0.4%	7.1%	17%	1	-5%	-8%	0.1%
COc1ccc2c(c1)C(=O)OC2CC(=O)O (stereo not drawn)	i	20	2%	0.9%	0.9%	4%	1.1	11%	4%	0.3%
CN(CCc1ccccn1)C(=S)Nc1ccc(Cl)c(Cl)c1	i	60	4%	0.7%	-0.3%	2%	1.1	-1%	3%	-0.8%
CC1CC(C)CN(C(=O)COC(=O)c2ccc[nH]c2=O)C1 (stereo not drawn)	i	25	9%	1.2%	4.1%[50 µM]	2%	1.1	-2%	3%	-0.2%
COc1ccc(Cl)cc1N(CC(=O)Nc1ccccc1C(=O)N1CCCC1)S(C)(=O)=O	i	20	.	0.4%	0.1%	.	.	.	.	-0.1%
COc1cc(N/C(N)=N/c2nc(C)cc(C)n2)c(OC)cc1Cl	i	60	.	9.1%	0.2%	.	1	1%	1%	-1.4%
CCOc1ccc(N2C(=O)Nc3ccccc3C2(O)C(=O)NCc2ccco2)cc1 (stereo not drawn)	i	21	-2%	2.6%	0.5%	8%	1.1	-6%	-4%	0.2%
C=CCOc1c(Br)cc(CNc2ccc(NC(=O)C(C)C)cc2)cc1OCC	i	41	2%	6.6%	1.1%	8%	1.1	23%	17%	1.3%
C=CCNC(=O)CSc1ncc2c(n1)-c1c(csc1SC)CC2	i	10	14%	0.6%	.	-42%	.	.	.	-0.4%
COc1cc(OC)c(/C=N/NC(N)=S)cc1Br	i	45	2%	2.6%	3.1%	3%	1.1	4%	13%	-0.4%
Cc1ccc(NC(=O)c2cc(S(=O)(=O)N3CCCC3)c[nH]2)c(C)c1	i	21	.	2.4%	0.1%	.	.	.	.	-1.0%
CCC1=NN(C(=O)c2ccccc2O)C(O)(c2ccccc2)C1 (stereo not drawn)	i	55	.	13%	-2.0%	.	.	.	.	2.5%
Cc1cc(C)cc(N2C(=O)CCN(Cc3ccccc3)C2=O)c1	i	43	4%	.	1.2%	6%	.	.	.	0.1%
O=C(O)c1ccc(Cl)c(S(=O)(=O)N2CCCC2)c1	i	17	-1%	1.5%	-1.2%[50 µM]	9%	.	.	.	0.4%
C/C(N)=C(/C#N)C(=O)COC(=O)c1ccc(NC(N)=O)cc1	i	3	5%	2.5%	0.1%	8%	.	.	.	0.4%
CN(Cc1ccccc1NS(=O)(=O)c1ccc(Cl)cc1)C1CCCCC1	i	25	11%	2.3%	0.2%	16%	1.1	-6%	-12%	-1.2%
O=C(NC1CCCCC1)C(c1ccc(Cl)cc1)N1CCC2(CC1)OCCO2 (stereo not drawn)	i	13	-2%	1.4%	0.4%	10%	1.2	6%	2%	-1.9%
O=C(CCCC(=O)N(CC(=O)NC1CCCCC1)Cc1ccco1)Nc1ccccn1	i	47	1%	2.8%	-0.2%	13%	1.1	-3%	-5%	-0.1%
Cc1ccc2nc(/N=C(\N)NC(=O)NC3CCCCC3)nc(C)c2c1	i	52	5%	-2.1%	.	1%	.	.	.	1.2%
O=C(CSc1nnnn1Cc1ccccc1)Nc1ccc2c(c1)OCCO2	i	55	6%	3.8%	1.1%	7%	1.1	8%	5%	0.2%
CC(=O)/C(=N\Nc1ccc(Cl)cc1)Sc1nnc(-c2ccccc2)n1-c1ccccc1	i	45	5%	10%	3.4%[50 µM]	3%	0.9	-99%	-36%	-1.1%
CCOC(=O)C1=C(CC)OC(N)=C(C#N)C1c1cc(OC)ccc1OC (stereo not drawn)	i	30	4%	0.3%	0.2%	1%	1	13%	16%	-0.1%
CCOC(=O)C1(Cc2ccccc2)CCN(CC2CC=CCC2)CC1 (stereo not drawn)	i	13	6%	-0.6%	0.6%	6%	1.1	-7%	-2%	-0.4%
Cc1nc(C(=O)Nc2ccc(Cl)cc2Cl)nn1-c1cc(OC(C)C)c(Cl)cc1Cl	i	33	7%	8.1%	0.3%	10%	1	-1%	2%	-1.7%
O=C1c2cc(Cl)ccc2OC2(CCNCC2)C12CC(c1ccccc1)=NO2 (stereo not drawn)	i	14	6%	-1.0%	12%	14%	.	.	.	0.3%
Cc1ccc(Cn2c(=S)[nH]c3ccc(N4CCOCC4)cc3c2=O)o1	i	48	12%	8.1%	-0.1%	-2%	1	-31%	-7%	0.6%
CC(C)c1ccc(N2CC(C)(C)C2=O)cc1	i	57	3%	-0.7%	-1.9%	-2%	1.1	-5%	-8%	0.3%
O=C(O)c1cc(S(=O)(=O)Nc2ccccc2Cc2ccccc2)ccc1Cl	i	53	.	0.9%	0.0%	.	.	.	.	-0.6%
Cc1ccccc1N1CCN(C(=O)NCc2cccc(Cl)c2)CC1	i	21	.	10%	0.2%	.	.	.	.	-0.7%
CN(CC(=O)Nc1ccc(S(=O)(=O)N2CCCC2)cc1)Cc1c(F)cccc1Cl	i	10	0%	5.5%	-0.2%	-5%	1.1	-2%	-4%	0.0%
COc1ccc(NC(=O)CN(c2cccc(F)c2)S(C)(=O)=O)cc1OC	i	26	11%	-0.8%	-0.7%	-7%	1.2	5%	6%	0.1%
COc1ccc(OCC(=O)NCc2ccc(Cl)cc2)cc1	i	69	.	-0.4%	-0.3%	.	.	.	.	-0.1%
CCc1nnc(NC(=O)CSc2nnc(C3CCCCC3)n2-c2cccc(Cl)c2)s1	i	20	4%	3.9%	-0.1%	5%	1	2%	4%	-0.5%
Cc1ccc(-c2nnn(CC(=O)O)n2)cc1	i	52	4%	1.5%	2.3%	23%	1	0%	-4%	0.3%
O=C(/C=C/c1ccccc1)NC(NC(=S)Nc1ccc(Cl)cc1Cl)C(Cl)(Cl)Cl (stereo not drawn)	i	58	2%	?	-0.6%[50 µM]	-6%	1.1	5%	14%	-1.3%

Reformatted with each value named: part of the list above.
> Cc1ccc(-c2cc(C(=O)O)c3ccccc3n2)s1
  T cell HTS: i | T cell HTS vesicle-bound %: 24 | M1AAP inhibition: . | RSV antiviral HEp-2: 0.9% | UTI89 phage lysis: 0.6%[50 µM] | M17LAP inhibition: . | TNAP activation fold: . | PMI inhibition: . | PMI inhibitors: . | West Nile antiviral: 0.3%
> O=[N+]([O-])c1ccc(O)c(/C=N/n2cnc3ccccc32)c1
  T cell HTS: i | T cell HTS vesicle-bound %: 40 | M1AAP inhibition: 12% | RSV antiviral HEp-2: 7.0% | UTI89 phage lysis: 0.2% | M17LAP inhibition: 9% | TNAP activation fold: 0.9 | PMI inhibition: -11% | PMI inhibitors: -14% | West Nile antiviral: 1.1%
> O=C(Nc1nc(-c2ccccn2)cs1)Nc1ccc(F)cc1F
  T cell HTS: i | T cell HTS vesicle-bound %: 42 | M1AAP inhibition: . | RSV antiviral HEp-2: 2.2% | UTI89 phage lysis: 4.8% | M17LAP inhibition: . | TNAP activation fold: . | PMI inhibition: . | PMI inhibitors: . | West Nile antiviral: 0.1%
> C/C(=N/NC(=O)c1ccncc1)c1ccccc1
  T cell HTS: i | T cell HTS vesicle-bound %: 16 | M1AAP inhibition: . | RSV antiviral HEp-2: 0.8% | UTI89 phage lysis: -1.1% | M17LAP inhibition: . | TNAP activation fold: . | PMI inhibition: . | PMI inhibitors: . | West Nile antiviral: -0.4%

Next results:
SMILES	T cell HTS	T cell HTS vesicle-bound %	M1AAP inhibition	RSV antiviral HEp-2	UTI89 phage lysis	M17LAP inhibition	TNAP activation fold	PMI inhibition	PMI inhibitors	West Nile antiviral
O=C(Nc1ccc(C(=O)O)cc1)/C(=C/c1ccc([N+](=O)[O-])cc1)NC(=O)c1ccccc1	i	44	6%	2.6%	-1.6%	48%	1.1	-6%	-9%	-0.2%
c1ccc(-c2noc(CSc3nnnn3-c3ccccc3)n2)cc1	i	34	10%	6.4%	-0.6%	10%	1.1	1%	13%	-0.1%
O=C(/C=C/c1ccccc1)NCCSCc1ccc(Cl)cc1	.	.	7%	3.0%	5.7%	-9%	1.1	-3%	8%	-0.7%
COc1ccc(Cl)cc1C(=O)NCCS(=O)(=O)N1CCN(c2ccccc2F)CC1	i	35	.	3.6%	0.4%	.	.	.	.	-0.5%
CCOC(=O)CCSc1nc(-c2ccccc2)cc(C(F)(F)F)n1	i	31	0%	0.9%	0.2%	-9%	1.1	2%	7%	0.3%
CCC(=O)NCCNC(=O)c1c(SC)nsc1SC	i	14	2%	2.5%	1.4%	5%	1.1	-2%	1%	0.1%
